From PubChem
A3A deaminase: human APOBEC3A DNA deaminase inhibition. P31941. hit rate 0.41% among 330,000. inhibition, % at 20 µM. AID 493011. recombinant A3A, FAM/TAMRA ssDNA deamination fluorescence;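 active = at least 40% inhibition at 20 µM here, with at most 30% in a related deaminase screen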;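 note: plate controls were A3A with DMSO for no effect and wells lacking A3A enzyme for full effect; some results filed as inactive read as strong as hits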
Target sequence (P31941 whole entry, looked up): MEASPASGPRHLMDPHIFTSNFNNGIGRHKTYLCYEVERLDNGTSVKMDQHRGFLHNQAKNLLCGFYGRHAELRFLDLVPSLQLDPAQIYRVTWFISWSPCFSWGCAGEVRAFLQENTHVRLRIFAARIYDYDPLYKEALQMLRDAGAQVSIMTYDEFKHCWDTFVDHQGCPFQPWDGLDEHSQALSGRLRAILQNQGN
hIAP inh: blocks human intestinal alkaline phosphatase; hit rate 0.12% among 330,000; P09923; purified IAP, CDP-Star luminescence, 30 min; inhibition, % at 10 µM; AID 2544;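 active = inhibition reaching a set limit with compound at 10 µM in the primary screen, cut at about 35% in these data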;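 note: plate controls were DMSO wells with enzyme for no effect and no-enzyme buffer wells for full effect; values of inactives mirror those of a sister screen read the other way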
Target sequence (P09923 whole entry, looked up): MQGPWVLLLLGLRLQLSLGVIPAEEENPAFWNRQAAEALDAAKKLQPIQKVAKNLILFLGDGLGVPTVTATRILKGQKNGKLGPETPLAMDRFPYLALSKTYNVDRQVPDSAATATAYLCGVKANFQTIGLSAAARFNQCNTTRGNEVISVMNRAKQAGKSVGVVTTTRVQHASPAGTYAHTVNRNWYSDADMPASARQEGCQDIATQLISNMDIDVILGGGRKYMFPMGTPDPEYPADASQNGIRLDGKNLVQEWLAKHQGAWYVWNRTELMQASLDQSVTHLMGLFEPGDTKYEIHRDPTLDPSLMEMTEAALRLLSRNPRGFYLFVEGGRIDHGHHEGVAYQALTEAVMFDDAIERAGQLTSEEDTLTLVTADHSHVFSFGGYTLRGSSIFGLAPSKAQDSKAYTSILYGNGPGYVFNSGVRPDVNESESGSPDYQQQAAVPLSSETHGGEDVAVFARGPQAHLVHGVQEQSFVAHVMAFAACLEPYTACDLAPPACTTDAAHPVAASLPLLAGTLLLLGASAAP
mIAP block: mouse IAP inhibition; purified mouse IAP, CDP-Star luminescence, 30 min; inhibition, % at 10 µM; hit rate 0.2% among 330,000; AID 2806;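 active = inhibition of at least 40% at 10 µM in the primary screen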;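 note: plate controls were DMSO with enzyme for no effect and no enzyme wells for full effect; values of inactives mirror those of a sister screen read the other way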
NLRP3 yeast inh: blocks the NALP3 inflammasome reconstituted in yeast; Yeast reconstituted NLRP3/ASC/caspase-1, beta-gal luminescence, 24 h; inhibition, % at 10 µM; hit rate 0.39% among 330,000; AID 2825;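 active = inhibition of 50% or more; inactive = inhibition below 50%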;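 note: plate controls were induced DMSO wells for no effect and uninduced yeast grown without galactose for full effect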
hIAP activ: human IAP activation | activation factor at 10 µM | AID 2524 | purified human IAP, CDP-Star luminescence, 30 min; hits give high values; 1 = vehicle-only enzyme, 0 = enzyme-free background | hit rate 0.16% among 330,000 | P09923;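 active = activation factor of the enzyme at least 2-fold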; note: the source names both 10 and 20 µM as test concentration; values of inactives mirror those of a sister screen read the other way
APOBEC3G inh: blocks human APOBEC3G single-stranded DNA deamination. inhibition, % at 20 µM. Q9HC16. AID 493012. recombinant A3G, ssDNA deamination FAM/TAMRA fluorescence. hit rate 0.28% among 330,000;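 active = inhibition of at least 40% at 20 µM, with no more than 30% in the related APOBEC3A deaminase screen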;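 note: plate controls were DMSO wells with A3G for no effect and wells lacking A3G enzyme for full effect; some compounds called inactive have numbers as strong as hits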
mIAP activ: increases mouse intestinal alkaline phosphatase activity. muIAP, CDP-Star luminescence, 30 min; hits give high values; 1 = vehicle-only enzyme signal, 0 = enzyme-free wells. activation factor at 10 µM. hit rate 0.24% among 330,000. AID 2805;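 active = activation factor of at least 2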; note: the source names both 10 and 20 µM as test concentration; values of inactives mirror those of a sister screen read the other way
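System: mouse IAP enzyme. Reagent: CDP-Star chemiluminescent phosphatase substrate. Benchmarks: DMSO wells, no-enzyme wells. Times: 30 min enzyme-substrate-compound incubation at room temperature. Detection: luminescence from enzymatic CDP-Star hydrolysis. Doses: test compounds delivered from DMSO solution.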
beta cell repl: induces beta-cell replication in MIN6 cells; MIN6 cells proliferation, ATPlite luminescence, 48 h; cells starved in 0.2% serum; 100% = growth in 10% serum; proliferation, % at 10 µM; hit rate 0.29% among 330,000; AID 2380;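 active = compounds whose signal lies at least 3.5 SD above the mean of all wells on their plate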;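 note: 0% = DMSO-treated cells in low-serum medium and 100% = 10% serum control; some compounds called inactive have numbers as strong as hits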
SENP1 inh: inhibitors of human SENP1 SUMO protease catalytic domain | inhibition, % at 10 µM | hit rate 0.21% among 360,000 | Q9P0U3 | recombinant SENP1 catalytic domain, CyPet-SUMO1-YPet FRET cleavage;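 active = inhibition at least 30% at 10 µM, raw YFP signal under a set limit, fluorescence ratio 0.5 to 1.5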;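 note: 0% = enzyme with DMSO and 100% = no enzyme wells; some results filed as inactive read as strong as hits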
Target sequence (Q9P0U3 419-644 limits assumed): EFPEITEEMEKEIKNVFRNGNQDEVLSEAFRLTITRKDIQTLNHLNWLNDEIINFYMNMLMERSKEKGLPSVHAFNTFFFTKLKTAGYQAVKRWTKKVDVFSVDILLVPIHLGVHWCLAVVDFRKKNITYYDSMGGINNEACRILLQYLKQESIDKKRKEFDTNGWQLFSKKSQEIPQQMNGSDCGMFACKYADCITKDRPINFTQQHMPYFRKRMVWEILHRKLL
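System: Recombinant human SENP1 catalytic domain, His6-tagged | Incubation: Enzyme reaction for 50 min at room temperature, dark | Medium: Tris pH 8 with BME, BSA, NP40 and catalase | Also added: 25 nM SUMO1 FRET substrate | Compound: 10 µM single point, 0.5% DMSO | Measured by: FRET fluorescence in CFP and YFP emission channels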
Numbers without * were called inactive. Only part of the results is shown. The share of hits here may be higher or lower than overall.

No.	structure	A3A deaminase	hIAP inh	mIAP block	NLRP3 yeast inh	hIAP activ
1	CN(CC1CCOCC1)C(=O)CC1C(=O)NCCN1C/C=C/c1ccccc1 (configuration not stated)	5	3	1	3	0.97
2	Cc1ccc(C(=O)NCc2nnc(SCC(=O)Nc3sc4c(c3C#N)CCCC4)n2C)cc1	-1	2	1	16	0.98
3	CCC(CC)C(=O)OCC(=O)Nc1cccc([N+](=O)[O-])c1	8	4	-4	20	0.96
4	Cc1ccc(S(=O)(=O)Oc2ccccc2N2C(=O)C3C4CCC(C4)C3C2=O)cc1 (configuration not stated)	-1	-4	-1	15	1
5	O=C(Oc1cccc(-n2cnnn2)c1)c1ccco1	-4	34	6	14	0.66
6	COc1ccc(C(C(=O)NCC2CCCO2)N(C(=O)CNC(=O)c2ccco2)c2ccccc2)cc1OC (configuration not stated)	-4	-15	-1	10	1.1
7	Cc1ccc(OCC(=O)NCCO)cc1C	-4	-3	11	18	1
8	CCOC(=O)c1cnc(SSc2ncc(C(=O)OCC)c(N)n2)nc1N	-9	-10	0	2	1.1

No.	APOBEC3G inh	mIAP activ	beta cell repl	SENP1 inh
1	-6	0.99	0	2
2	-7	0.99	-3	3
3	-5	1	1	2
4	-3	1	0	7
5	-5	0.94	0	2
6	2	1	-1	3
7	-5	0.89	-3	2
8	27	1	-5	0

Later entries:
No.	structure	A3A deaminase	hIAP inh	mIAP block	NLRP3 yeast inh	hIAP activ
9	O=C(Cn1cnc2c(OCc3ccccc3)ncnc21)NCCN1CCOCC1	-5	-4	0	-10	1
10	C=CCN1C(=O)C2(OCCCO2)c2cccc(C)c21	-5	0	3	13	1
11	COc1ccc([C@@H]2COc3c(ccc4c3C=CC(C)(C)O4)C2)c(OC)c1	1	-20	1	3	1.2
12	COc1ccc(S(=O)(=O)N2CCC(C(=O)N3CCc4ccccc4C3)CC2)cc1OC	-4	2	-4	11	0.97
13	CCCCN=C1NC(=O)C(CC(=O)Nc2ccc(Cl)cc2)S1 (configuration not stated)	1	24	-6	16	0.77
14	Cc1ccc(Cl)cc1N(CC(=O)NCc1ccccc1)S(C)(=O)=O	-5	-27	-7	7	1.3
15	O=c1[nH]c(-c2ccc(-c3cccc(Cl)c3)o2)nc2ccccc12	1	2	12	4	0.98
16	CC(C)CN1C(=O)c2ccc(NC(=O)C3CC3)cc2C1=O	0	-7	6	0	1.1

No.	APOBEC3G inh	mIAP activ	beta cell repl	SENP1 inh
9	-7	1	-2	2
10	15	0.97	-4	2
11	13	0.99	-4	1
12	-4	1	-2	-2
13	-3	1.1	1	0
14	-9	1.1	0	1
15	0	0.88	-2	-55
16	-6	0.94	-1	-4

New compounds follow.
No.	structure	A3A deaminase	hIAP inh	mIAP block	NLRP3 yeast inh	hIAP activ
17	COc1ccccc1NC(=O)COc1ccc(C(=O)NCC2CCCO2)cc1OC (configuration not stated)	-2	4	1	17	0.96
18	Cc1ccc(S(=O)(=O)N(C)C)cc1NC(=O)CN1C(=O)NC(Cc2ccccc2)C1=O (configuration not stated)	-1	-1	4	16	1
19	COc1ccc(S(=O)(=O)NCC2CCCN(C(=O)c3cccs3)C2)cc1 (configuration not stated)	0	-13	0	9	1.1
20	CN(Cc1ccccc1F)C(=O)CCCNC(=O)c1ccc(Cl)cc1	0	-6	4	26	1.1
21	C/C(=N\NC(=O)c1ccccc1F)c1ccc2c(c1)Nc1ccccc1S2	0	12	17	21	0.88
22	COc1ccc(NC(=O)c2ccc(OC)cc2)cc1	0	2	4	19	0.98
23	COc1ccc(C(=O)Nc2cccnc2)cc1OC	-1	-11	4	10	1.1
24	CS(=O)(=O)N(CC(=O)NCc1ccccc1)Cc1ccc(Cl)cc1	2	0	-3	3	1

No.	APOBEC3G inh	mIAP activ	beta cell repl	SENP1 inh
17	-6	0.99	6	2
18	-7	0.96	0	2
19	-6	1	-2	1
20	-7	0.96	1	1
21	-5	0.83	0	35*
22	-6	0.96	-1	-1
23	-2	0.96	-3	-1
24	2	1	-4	4

Carrying on.
No.	structure	A3A deaminase	hIAP inh	mIAP block	NLRP3 yeast inh	hIAP activ
25	O=C(CCCc1ccccc1)NCc1ccccn1	-4	12	9	6	0.88
26	CC(C)Cc1nc2sc3c(c2c(=O)n1N)CC(C)(C)OC3	-3	0	-7	-9	1
27	CC(C)(Oc1ccc(Cl)cc1)C(=O)N(Cc1ccccc1)c1ccccn1	5	4	0	14	0.96
28	COc1ccc(C(=O)NNC(=O)CSc2nnc(C(C)C)n2C)cc1	-7	5	-2	8	0.95
29	Cc1cc(C(=O)NCc2ccc3c(c2)OCO3)c(C)o1	-1	2	4	24	0.98
30	O=C(NCc1ccccc1)C(=O)NCC(c1ccco1)N1CCOCC1 (configuration not stated)	-1	7	4	8	0.93
31	CCN(CC)CCNC(=O)c1ccc(NC(=O)c2ccc3c(c2)CCC3)cc1	-4	-9	-3	13	1.1
32	O=C(O)c1cn[nH]c1-n1cnnn1	3	-9	-4	-6	1.1

No.	APOBEC3G inh	mIAP activ	beta cell repl	SENP1 inh
25	-3	0.91	0	2
26	-4	1.1	-4	2
27	-6	1	-4	0
28	-8	1	-1	1
29	-2	0.96	-2	3
30	-3	0.96	3	0
31	-4	1	-4	-2
32	-1	1	0	2

Remaining list, next part.
No.	structure	A3A deaminase	hIAP inh	mIAP block	NLRP3 yeast inh	hIAP activ
33	COCCN1C(=O)CC(NNC(=O)c2ccc(S(=O)(=O)N3CCCC3)cc2)C1=O (configuration not stated)	2	-15	-3	19	1.1
34	Cc1cccc(C)c1N1CCN(c2n[nH]c(N)n2)CC1	-3	10	2	15	0.9
35	Nc1c2c(nn1-c1ccc(F)cc1)CSC2	-3	6	15	18	0.94
36	O=S(=O)(Nc1ccccn1)c1ccc(Cl)cc1	2	-1	3	-13	1
37	COC(=O)CN(C#N)c1nc(NC(C)C)nc(NC(C)C)n1	-1	-15	1	-9	1.2
38	CCn1cc(C(=O)NCC2CCCO2)c(=O)c2cc(S(=O)(=O)N3CCCCCC3)ccc21 (configuration not stated)	-4	-1	0	7	1
39	O=C(Cn1ccc(NC(=O)OCc2ccccc2)nc1=O)NCC1CCCO1 (configuration not stated)	1	-8	-28	13	1.1
40	Cn1c2ccccc2n2c(=O)c(Cl)c(-c3ccccc3)c(C#N)c12	1	20	3	11	0.8

No.	APOBEC3G inh	mIAP activ	beta cell repl	SENP1 inh
33	4	1	-2	0
34	-3	0.98	0	-1
35	-1	0.85	-1	-4
36	0	0.97	-2	3
37	-4	0.99	-3	2
38	-2	1	-2	3
39	-1	1.3	-5	2
40	-2	0.97	7.9*	-53

Continuation:
No.	structure	A3A deaminase	hIAP inh	mIAP block	NLRP3 yeast inh	hIAP activ
41	COCC1=C(C(=O)OC(C)OC(=O)OC(C)C)N2C(=O)[C@@H](NC(=O)/C(=N\OC)c3csc(N)n3)[C@H]2SC1 (some centres not stated)	2	-5	2	13	1.1
42	CCCN1CCN(C(=O)c2oc3ccccc3c2NC(=O)COc2ccc(OC)cc2)CC1	-5	-16	-2	20	1.2
43	O=C(O)C1CCCN(S(=O)(=O)c2ccccc2[N+](=O)[O-])C1 (configuration not stated)	-5	-17	-2	3	1.2
44	COc1ccc(C(=O)Nc2ccc3c(c2)Cc2ccccc2-3)cc1	-2	4	-9	10	0.96
45	COc1cc(NC(=O)C2C3C=CC(C3)C2C(=O)O)c(OC)cc1Cl (configuration not stated)	-3	-7	-6	6	1.1
46	COc1ccc(CC(=O)N/N=C(\C)CC(=O)Nc2ccc(N(C)C)cc2)cc1OC	-8	-6	-3	24	1.1
47	Cc1oc(-c2ccc3c(c2)OCCO3)cc1C(=O)NC(CCC(=O)O)C(=O)O (configuration not stated)	5	-76	8	20	1.8
48	Cc1ccc2nc(N(CCN(C)C)C(=O)c3ccc4c(c3)OCCO4)sc2c1	1	2	-2	5	0.98

No.	APOBEC3G inh	mIAP activ	beta cell repl	SENP1 inh
41	-7	0.98	1	-2
42	-6	1	1	4
43	-9	1	-1	3
44	-3	1.1	0	2
45	31	1.1	-4	1
46	-6	1	0	1
47	7	0.92	-1	-2
48	4	1	-3	0

(cont.)
No.	structure	A3A deaminase	hIAP inh	mIAP block	NLRP3 yeast inh	hIAP activ
49	O=C(COC(=O)c1ccc(S(=O)(=O)N2CCOCC2)cc1)NC1CCCC1	1	-3	0	0	1
50	Cc1ccc(S(=O)(=O)N2CC=C(C(=O)NC3CCCC3)CC2)cc1	-5	13	-1	12	0.87
51	COc1cccc(C(=O)Nc2cccc(C(=O)NC3=NN(c4c(Cl)cc(Cl)cc4Cl)C(=O)C3)c2)c1	8	-2	5	2	1
52	CCCc1ccc(Oc2cn[nH]c2-c2ccc(O)c(C)c2O)cc1	2	-61	-1	43	1.6
53	CCOC(=O)c1cc(-c2ccccc2)n(CCC(=O)N2CCN(c3ccc(OC)cc3)CC2)c1C	-4	-1	5	11	1
54	Cc1nc2ccc(S(=O)(=O)N(C)CC(=O)NCc3ccc(N(C)C)cc3)cc2s1	-8	-28	12	4	1.3
55	CCCCN(C)C(=O)C1CCN(Cc2ccccn2)CC1	5	-9	5	14	1.1
56	Cc1ccccc1Nc1nc(N)nc(COC(=O)CCS(=O)(=O)c2ccc(Cl)cc2)n1	1	-7	3	-14	1.1
57	CCCOc1ccc(OCCCCNC(C)CC)cc1 (configuration not stated)	-3	9	6	2	0.91
58	COc1ccc(C)cc1NC(=O)C1CCN(S(=O)(=O)c2ccc3c(c2)C(C)(C)C(=O)N3C)CC1	2	0	9	80*	1
59	CC(c1n[nH]c(=S)n1-c1ccccc1)N1CCCCC1 (configuration not stated)	-6	0	-2	18	1

No.	APOBEC3G inh	mIAP activ	beta cell repl	SENP1 inh
49	3	1	1	1
50	-6	1	3	1
51	4	0.95	-6	-7
52	-2	1	-4	-2
53	-5	0.95	-2	3
54	-8	0.88	4	56*
55	3	0.95	0	-2
56	-6	0.97	4	0
57	-5	0.94	-3	2
58	4	0.91	-1	-7
59	-9	1	-2	1

Of the compounds above, 3 have a cyano group:
No.	structure	A3A deaminase	hIAP inh	mIAP block	NLRP3 yeast inh	hIAP activ
2	Cc1ccc(C(=O)NCc2nnc(SCC(=O)Nc3sc4c(c3C#N)CCCC4)n2C)cc1	-1	2	1	16	0.98
37	COC(=O)CN(C#N)c1nc(NC(C)C)nc(NC(C)C)n1	-1	-15	1	-9	1.2
40	Cn1c2ccccc2n2c(=O)c(Cl)c(-c3ccccc3)c(C#N)c12	1	20	3	11	0.8

No.	APOBEC3G inh	mIAP activ	beta cell repl	SENP1 inh
2	-7	0.99	-3	3
37	-4	0.99	-3	2
40	-2	0.97	7.9*	-53

Ordered by length of the SMILES (highest first): part of the list above
No.	structure	A3A deaminase	hIAP inh	mIAP block	NLRP3 yeast inh	hIAP activ
50	Cc1ccc(S(=O)(=O)N2CC=C(C(=O)NC3CCCC3)CC2)cc1	-5	13	-1	12	0.87
14	Cc1ccc(Cl)cc1N(CC(=O)NCc1ccccc1)S(C)(=O)=O	-5	-27	-7	7	1.3
20	CN(Cc1ccccc1F)C(=O)CCCNC(=O)c1ccc(Cl)cc1	0	-6	4	26	1.1

No.	APOBEC3G inh	mIAP activ	beta cell repl	SENP1 inh
50	-6	1	3	1
14	-9	1.1	0	1
20	-7	0.96	1	1
